Vif-APOBEC3G blk – qHTS for Inhibitors of Vif-A3G Interactions: qHTS | DNA dC->dU-editing enzyme APOBEC-3G (Homo sapiens), Q9HC16 | HeLa A3G-eYFP + Vif (tagged APOBEC3G with the HIV-1 protein that degrades it), YFP fluorescence, overnight | Potency, µM (doses to about 46.1 µM), without a hit: top-dose activity, negative = active, actives largely listed as inhibitors | 410,000 compounds, 0.076% hits;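 note: % is set by controls: 0 for no effect and ±100 for the full control effect; nearly all actives have a fitted effect of over 60% in size; hits raise eYFP signal because A3G escapes Vif-driven loss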
Target sequence (Q9HC16 whole entry, looked up): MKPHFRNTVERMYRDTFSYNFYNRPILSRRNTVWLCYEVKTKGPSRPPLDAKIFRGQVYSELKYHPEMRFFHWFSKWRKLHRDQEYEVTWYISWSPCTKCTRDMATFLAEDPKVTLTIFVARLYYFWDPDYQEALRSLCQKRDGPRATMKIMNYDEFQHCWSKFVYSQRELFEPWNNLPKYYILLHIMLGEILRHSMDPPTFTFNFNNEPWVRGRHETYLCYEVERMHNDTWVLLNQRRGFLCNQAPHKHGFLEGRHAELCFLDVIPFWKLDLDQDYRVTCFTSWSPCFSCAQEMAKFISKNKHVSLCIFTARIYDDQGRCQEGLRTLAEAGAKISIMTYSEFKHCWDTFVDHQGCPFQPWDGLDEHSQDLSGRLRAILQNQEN
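Read-out is eYFP fluorescence (Ex 488/Em 500-530) from Vif-expressing HeLa A3G-eYFP cells; more signal means A3G escaped Vif-mediated degradation. Cells plated overnight, compound pinned in, incubated overnight at 37 deg C.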
USP1 inh – Inhibitors of USP1/UAF1: Primary Screen; 390,000 compounds, 0.23% hits; Potency, µM (top dose mostly 57.1 µM), without a hit: at the highest dose activity change, negative = inhibition, usual class: inhibitors; Ubiquitin carboxyl-terminal hydrolase 1 (Homo sapiens), O94782; recombinant USP1/UAF1, Ub-Rhodamine cleavage fluorescence; note: % is set by controls: 0 for no effect and ±100 for the full control effect; nearly all actives have a fitted effect of over 60% in size; inactives centre near -12
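Step one: compound is pinned into 1nM USP1/UAF1 in HEPES pH 7.8 buffer with TCEP. Step two: 15 min room-temperature incubation. Step three: Ub-Rho (150nM final) starts cleavage, tracked by fluorescence over six one-minute reads.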
Vif-APOBEC3F blk – qHTS for Inhibitors of Vif-A3F Interactions: qHTS; HeLa A3F-eYFP + Vif (tagged APOBEC3F with the HIV-1 protein that degrades it), YFP fluorescence increase; Potency, µM (series often up to 46.1 µM), for inactives: at the highest dose activity, negative = active; 390,000 compounds, 0.2% hits; AID 602313, 2012; note: % of control where 0% means no effect; nearly all actives have a fitted effect of over 65% in size
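HeLa cells stably expressing A3F-eYFP plus Vif, plated and incubated overnight at 37 deg C, then exposed to compounds overnight at 37 deg C. Blocked degradation read as raised yellow fluorescence (Ex 488/Em 500-530).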
12-LOX inh – Primary qHTS assay for inhibitors of human arachidonate 12S-lipoxygenase (ALOX12): Round 2. purified 12hLO, xylenol orange hydroperoxide absorbance. Potency, µM (doses to about 108 µM), without a hit: at the highest dose activity change, negative = inhibition, most hits filed as inhibitors. 580,000 compounds, 1.1% hits; note: % is set by controls: 0 for no effect and ±100 for the full control effect
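Purified human 12hLO (150 nM final) in 25 mM Hepes, 0.01% Triton X-100, pH 7.0 was preincubated 15 min at room temperature with compound. Then 40 uM arachidonic acid was added, 30 min. Hydroperoxide was read by Fe-XO absorbance ratio 573/405 nm.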
IDH1 R132H inh – qHTS for Inhibitors of mutant isocitrate dehydrogenase 1 (IDH1): qHTS | AID 602179, 2012 | IDH1-R132H enzyme, NADPH consumption, diaphorase/resazurin fluorescence | 390,000 compounds, 0.093% hits | Isocitrate dehydrogenase [NADP] cytoplasmic (Homo sapiens), O75874 | Potency, µM (highest dose often 76.6 µM), for inactives: top-dose activity change, negative = inhibition, usual class: inhibitors; note: % is set by controls: 0 for no effect and ±100 for the full control effect; nearly all actives have a fitted effect of over 65% in size
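IDH1-R132H (0.5 ug/mL) preincubated 30 min with compound, then NADPH (0.016 mM) and alpha-KG (2 mM) added; 80 min at RT, pH 7.5. Remaining NADPH coupled via diaphorase/resazurin to fluorescence (540/590 nm); concentration-response curves normalized to no-enzyme control.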
TrxR1 substrate – qHTS Assay for Substrates of Mammalian Selenoprotein Thioredoxin Reductase 1 (TrxR1): qHTS; Thioredoxin reductase 1, cytoplasmic (Rattus norvegicus), O89049; purified TrxR1 substrate turnover, NADPH consumption readout; Potency, µM (highest dose often 114 µM), inactives show top-dose activity change, negative = substrate turnover; 390,000 compounds, 0.01% hits; AID 588456, 2011; note: % is set by controls: 0 for no effect and ±100 for the full control effect; nearly all actives have a fitted effect of over 50% in size
Target sequence (O89049 whole entry, looked up): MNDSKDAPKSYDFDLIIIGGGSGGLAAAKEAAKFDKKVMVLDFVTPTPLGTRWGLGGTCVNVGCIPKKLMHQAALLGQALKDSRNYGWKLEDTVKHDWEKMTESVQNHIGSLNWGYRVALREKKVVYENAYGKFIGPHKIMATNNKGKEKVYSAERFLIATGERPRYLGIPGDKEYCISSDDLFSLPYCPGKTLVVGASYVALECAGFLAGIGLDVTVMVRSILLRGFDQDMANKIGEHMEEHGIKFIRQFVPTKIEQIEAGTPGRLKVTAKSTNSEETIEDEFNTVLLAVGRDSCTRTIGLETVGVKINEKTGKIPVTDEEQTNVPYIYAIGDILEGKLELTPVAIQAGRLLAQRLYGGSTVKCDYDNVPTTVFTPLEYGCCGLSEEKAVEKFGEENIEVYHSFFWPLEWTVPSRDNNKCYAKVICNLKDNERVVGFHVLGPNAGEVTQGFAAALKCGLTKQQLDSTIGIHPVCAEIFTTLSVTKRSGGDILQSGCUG
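Rat TrxR1, dispensed at 90 nM, was prereduced with 400 uM NADPH (final) for 5 min at ~22 deg C, then incubated with compound 15 min before 400 uM selenite. A first-read NADPH fluorescence drop versus no-compound background flagged substrates.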
RGS4 inh – Inhibitors of Regulator of G Protein Signaling (RGS) 4: qHTS | 390,000 compounds, 0.039% hits | Potency, µM (doses to about 114 µM), without a hit: at the highest dose activity change, negative = inhibition, actives largely listed as inhibitors | AID 504845, 2011 | Transcreener GDP fluorescence polarization, RGS4-accelerated GTP hydrolysis | Regulator of G-protein signaling 4 (Homo sapiens), P49798; note: % is set by controls: 0 for no effect and ±100 for the full control effect; nearly all actives have a fitted effect of over 75% in size; some results filed as inactive show a strong effect at the top dose
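MLSMR compounds (23 nl, pin-transferred) preincubated 10 min at room temperature with a 500nM (2x) first reagent, then RGS4 at 900nM (2x) plus Transcreener GDP mix added; fluorescence polarization (620/688 nm) read before and after 90 min at 30 °C.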
rTrxR1 inhibitor – qHTS Assay for Inhibitors of Mammalian Selenoprotein Thioredoxin Reductase 1 (TrxR1): qHTS. Thioredoxin reductase 1, cytoplasmic (Rattus norvegicus), O89049. recombinant rTrxR1, NADPH fluorescence consumption, selenite substrate. 390,000 compounds, 1% hits. Potency, µM (titrated, usually from 114 µM), for the others: at the top dose activity change, negative = inhibition, actives largely listed as inhibitors. AID 588453, 2011; note: % is set by controls: 0 for no effect and ±100 for the full control effect; nearly all actives have a fitted effect of over 65% in size
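Rat TrxR1 (90 nM in the dispensed reagent) was pre-reduced with 400 uM NADPH for 5 min at room temperature, then incubated with compound for 15 min. After 400 uM selenite was added, NADPH fluorescence (Ex 340/Em 450 nm) was followed for 8 min.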
RXFP1 ag – qHTS Assay for Agonists of the Relaxin Receptor RXFP1. AID 2676, 2010. 370,000 compounds, 0.3% hits. HEK293T-RXFP1 cAMP TR-FRET, 30 min; response scale: percent of porcine relaxin response, buffer zero. Potency, µM (series often up to 57.5 µM), for the others: at the top dose activation, most hits filed as activators; note: % is set by controls: 0 for no effect and ±100 for the full control effect; nearly all actives have a fitted effect of over 60% in size; many of its hits are not listed in these tables
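Agonist response is measured as cAMP accumulation in an RXFP1-transfected HEK293T line under PDE4 inhibition. Values are scaled between buffer-only and 29 nM porcine relaxin, and EC50s come from standard Hill equation fits.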
* marks the source's active call; other numbers are inactive results; u = inconclusive; x = not tested or not shown; [ ] = remark or other dose. Calls come from the whole dose curve; as a rule, active = well fitted curve in the direction sought with a large enough effect; inconclusive = small, poorly fitted or top-dose-only effect, or another doubt; inactive = no such curve, though single readings can be large; an effect the other way counts as inactive or inconclusive. Potency is the fitted concentration of half-maximal effect. A portion of the library; count on the stated rates, not on these rows.

Value order – Vif-APOBEC3G blk	USP1 inh	Vif-APOBEC3F blk	12-LOX inh	IDH1 R132H inh	TrxR1 substrate	RGS4 inh	rTrxR1 inhibitor	RXFP1 ag
Cc1cc(F)ccc1S(=O)(=O)N(C(=O)c1ccncc1)c1ccc(OC(=O)c2ccncc2)cc1
    5%	-9%	3%	0%	3%	4%[57.1 µM]	1%	1%[57.1 µM]	1.9%
Cc1cc(C)cc(N2CN=c3s/c(=C\c4ccco4)c(=O)n3C2)c1
    -1%	-16%	4%	-18%	-1%	-17%	29%	u	3.9%
CC(=O)Nc1ccc(NC(=O)C(C)OC(=O)CNS(=O)(=O)c2ccc(Br)cc2Cl)cc1 (configuration not stated)
    1%	-13%	12%	-19%	3%	1%	-41%	7%	1.5%
COc1cccc(C2CN(c3ccc(F)cc3F)N=C2c2cccs2)c1OC (configuration not stated)
    0%	-25%	-10%	u	-7%	163%[activator]	11%	71%[activator]	12%
CCOC(=O)c1c(NC(=O)c2cccs2)sc2c1CCN(C(=O)OCC)C2
    0%	-29%	-8%	123%	0%	17%	-7%	21%	4.0%
O=C(COc1ncnc2ccccc12)NCCc1ccc(F)cc1
    -1%	-23%	-8%	3%	4%	-1%	-54%	10%[57.1 µM]	9.9%
O=C(NCc1ccco1)c1ccc(C(F)(F)F)cc1
    -11%	-4%	4%	-27%	-4%	-5%[57.1 µM]	11%	-11%[57.1 µM]	2.6%
CCCCOc1ccc(C(=O)Nc2nnc3n2CCS3)cc1
    2%	-10%	7%	-4%	2%	-6%[57.1 µM]	12%	7%[57.1 µM]	1.4%
C/C(=N\NC(=O)c1c(Cl)c(C)nn1C)c1cccc(NC(=O)COc2ccccc2)c1
    1%	0%	3%	-5%	2%	194%[activator]	-10%	148%[activator]	-0.3%
CC1=C(C(=O)N(C)C)CC(CC(=O)NCc2cccc3ccccc23)C(=O)N1Cc1ccccc1 (configuration not stated)
    -4%	-21%	0%	-25%	4%	x	x	x	x
CCCCC(C(=O)O)C(C)CC(=O)Nc1nccs1 (configuration not stated)
    2%	-7%	1%	6%	-11%	-2%	19%[11.4 µM]	23%	1.6%
CCOc1ccc(OCc2nnc(SCC(=O)NC3CCS(=O)(=O)C3)n2-c2ccc(Cl)cc2)cc1 (configuration not stated)
    1%	-9%	-4%	1%	0%	-5%	15%	5%	1.6%
Cc1ccc(NC(=O)CNC(=O)c2sc3ccccc3c2Cl)nc1
    -1%	-13%	5%	-9%	0%	1%	-36%	7%	8.4%
O=c1[nH]c2ccc(S(=O)(=O)N3CCCCC3)cc2[nH]c1=O
    1%	-14%	-2%	73%[activator]	-6%	8%[57.1 µM]	-38%	-9%	3.1%
Cc1cc(C)n2cc(CSc3nnc(-c4ccccc4)c(-c4ccccc4)n3)nc2n1
    -2%	-26%	-8%	0%	-5%	-2%	4%	-2%	x
Cc1nc(N2CCCC2)c2ccsc2n1
    5%	6%	-3%	4%	18%	-3%	20%	-9%	0.4%
CC(=O)c1cccc(-c2ccc3c(=O)[nH]c(Nc4ccccc4)cc3c2)c1
    -3%	3.2µM*	-6%	-23%	7%	-3%	-15%	u	x
C[C@H](CO)N1C[C@H](C)[C@@H](CN(C)C(=O)Nc2ccc(C(F)(F)F)cc2)Oc2ccc(NC(=O)CCC(F)(F)F)cc2C1=O
    -5%	-16%	6%	-1%	3%	-13%	16%	-13%	x
C=CCOc1c(CCC)cc(CCC)cc1C(N)=O
    -1%	-23%	-8%	2%	-9%	-4%	15%	5%	5.4%
Cc1ccc(C2SCC(=O)N2Cc2ccccc2)cc1 (configuration not stated)
    -1%	-11%	0%	u	-10%	-5%	12%	0%	0.0%

Overlap with the part before: 7 entries; new compounds follow.
Value order – Vif-APOBEC3G blk	USP1 inh	Vif-APOBEC3F blk	12-LOX inh	IDH1 R132H inh	TrxR1 substrate	RGS4 inh	rTrxR1 inhibitor	RXFP1 ag
O=c1[nH]c2ccc(S(=O)(=O)N3CCCCC3)cc2[nH]c1=O
    1%	-14%	-2%	73%[activator]	-6%	8%[57.1 µM]	-38%	-9%	3.1%
Cc1cc(C)n2cc(CSc3nnc(-c4ccccc4)c(-c4ccccc4)n3)nc2n1
    -2%	-26%	-8%	0%	-5%	-2%	4%	-2%	x
Cc1nc(N2CCCC2)c2ccsc2n1
    5%	6%	-3%	4%	18%	-3%	20%	-9%	0.4%
CC(=O)c1cccc(-c2ccc3c(=O)[nH]c(Nc4ccccc4)cc3c2)c1
    -3%	3.2µM*	-6%	-23%	7%	-3%	-15%	u	x
C[C@H](CO)N1C[C@H](C)[C@@H](CN(C)C(=O)Nc2ccc(C(F)(F)F)cc2)Oc2ccc(NC(=O)CCC(F)(F)F)cc2C1=O
    -5%	-16%	6%	-1%	3%	-13%	16%	-13%	x
C=CCOc1c(CCC)cc(CCC)cc1C(N)=O
    -1%	-23%	-8%	2%	-9%	-4%	15%	5%	5.4%
Cc1ccc(C2SCC(=O)N2Cc2ccccc2)cc1 (configuration not stated)
    -1%	-11%	0%	u	-10%	-5%	12%	0%	0.0%
CC1CCCN(C(=O)c2cc3ccccc3cc2O)C1 (configuration not stated)
    -1%	-19%	3%	-18%	10%	8%	-24%	16%	2.3%
CCCOc1ccc(CNC(=O)C(CC)n2nc(C)c3sc4ccccc4c3c2=O)cc1 (configuration not stated)
    -4%	-14%	-12%	0%	1%	69%[activator]	-9%	38%[activator]	7.6%
CS(=O)(=O)c1ccc(Cl)c(NC(=O)CSC(=S)N2CCCC2)c1
    0%	2%	-13%	0%	-3%	0%	20%	13%	x
O=C(COC(=O)CCC(=O)c1ccc(F)cc1)NCCc1ccccc1
    2%	-26%	-10%	0%	3%	0%	10%	10%	x
CCOC(=O)NC(Nc1ccc(C)cn1)(C(F)(F)F)C(F)(F)F
    1%	-11%	-1%	92%[activator]	4%	0%	-6%	-8%	-0.3%
Cc1ccc(Nc2cc(-n3nc(C)cc3C)ncn2)c(C)c1
    -6%	u	0%	32%	10%	-7%[57.1 µM]	-12%[11.4 µM]	11%[57.1 µM]	-0.8%
C=CC[C@H](CC(=O)OC(C)(C)C)C(=O)OC[C@H]1CCCN1C(=O)[C@H](CC=C)CC(=O)NCCO
    2%	-17%	-3%	0%	-8%	-4%	-1%	12%	x
CCCNC(=O)c1ccc(COc2ccc(Cl)cc2)o1
    2%	-7%	-2%	u	2%	2%	-13%	-3%	0.6%
O=c1c2ccccc2nnn1Cc1cccc2ccccc12
    1%	-11%	-4%	-9%	9%	-12%	9%[11.4 µM]	-20%	1.0%
COc1ccc(OCC(=O)Nc2ccccc2C(=O)Nc2ccc(C(=O)O)cc2)cc1
    1%	-18%	-6%	-11%	7%	0%	-33%	7%	-1.6%
CCNc1nc2c(cnn2C)c(=O)[nH]1
    4%	-3%	-8%	0%	5%	11%[57.1 µM]	17%	24%[11.4 µM]	x
C[C@@H](NC(=O)c1ncn(C)c1C(=O)N[C@H](C)c1ccccc1)c1ccccc1
    1%	u	6%	-10%	2%	-4%[57.1 µM]	13%	15%[57.1 µM]	1.6%
CC(=O)NCCn1c(SCc2ccccc2C)nc2ccccc2c1=O
    0%	-11%	-10%	-17%	7%	-4%	-41%	-3%	0.9%
CCC(=O)N1CCc2cc(S(=O)(=O)NC(CC(C)C)C(=O)N3CCc4ccccc43)ccc21 (configuration not stated)
    -6%	-8%	-7%	0%	1%	-3%	16%	22%	-1.1%
Fc1ccc(C2NC(=S)NC3=C2N2CCC3CC2)cc1 (configuration not stated)
    -2%	-3%	-5%	-6%	0%	10%[57.1 µM]	-11%	1%	-0.1%
CCNc1nc2c(c(=O)n(Cc3ccccc3)c(=O)n2C)n1Cc1ccccc1
    1%	-2%	-7%	5%	0%	1%	-2%	9%	3.3%
CC(=O)N1CCC(=NNS(=O)(=O)c2ccc(C)c([N+](=O)[O-])c2)CC1
    0%	-19%	14%	0%	7%	-1%	-35%	7%	0.5%

From PubChem BioAssay
